C diff growth – C. difficile growth inhibitors, primary screen, HTS. Clostridium difficile clinical isolate growth, OD600, 24 h; stronger effect = lower value. growth activity, negative = inhibition, % at 16 µg/mL (by protocol). 86,000 compounds, 0.25% hits;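 active = mean growth activity at or below -80% and every replicate also at or below -80%; inconclusive = mean at or below -80% but some replicate above -80%; inactive = mean growth activity above -80%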;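 also: 0% = DMSO wells and -100% = levofloxacin 16 µg/mL wells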
KDM4C inh – inhibitors of GASC-1 (KDM4C) histone demethylase, primary screen, biochemical, single concentration HTS | 96,000 compounds, 0.15% hits | Lysine-specific demethylase 4C (Homo sapiens), Q9H3R0 | GST-KDM4C 2-372, H3K9me3 peptide, LANCE TR-FRET | inhibition, % at 12.5 µM;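 active = mean replicate inhibition above about 25%, with at least 55% of replicates also reaching it, limit read from the data, passing the limit was not always enough; inconclusive = only one of those two conditions met; inactive = neither condition met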
Target sequence (Q9H3R0 2-372 limits assumed): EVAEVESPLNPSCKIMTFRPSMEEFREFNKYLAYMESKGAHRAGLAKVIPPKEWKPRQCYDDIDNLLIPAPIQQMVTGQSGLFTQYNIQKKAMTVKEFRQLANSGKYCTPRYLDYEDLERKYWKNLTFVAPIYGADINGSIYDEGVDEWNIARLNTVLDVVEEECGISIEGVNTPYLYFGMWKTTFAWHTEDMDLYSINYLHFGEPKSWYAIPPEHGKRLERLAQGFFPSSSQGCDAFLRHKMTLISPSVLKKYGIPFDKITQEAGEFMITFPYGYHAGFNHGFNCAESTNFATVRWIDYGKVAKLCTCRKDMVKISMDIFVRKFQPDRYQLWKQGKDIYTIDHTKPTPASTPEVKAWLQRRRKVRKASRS
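Assay system: GST-GASC-1 enzyme fragment 2-372 | Amount: 10 nM enzyme | Medium: HEPES buffer, pH 7.5, plus ascorbate | Reagent: H3K9me3 peptide substrate, Fe(II), 2-oxoglutarate | Doses: Single-point compound screen | Incubation: 30 min demethylation and 1 h detection at room temperature | Measured by: LANCE TR-FRET, excitation 340 nm, emissions 618 and 671 nm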
Pf Dd2 growth – P. falciparum Dd2 growth inhibitors, primary screen, SYBR Green fluorescence, single dose replicates; 94,000 compounds, 2.3% hits; 72 h; stronger effect = lower value; activity change, % at 10 µM; in the data active = activity change below about -80%; inconclusive = no clear call, values can overlap the other calls
Tcruzi prolif – T. cruzi intracellular proliferation inhibitors, primary screen, cell-based, beta-gal Tulahuen parasites, NIH3T3 host, luminescence; T. cruzi beta-gal in NIH3T3, GalScreen luminescence, 90 h; inhibition, % at 8.34 µM; 77,000 compounds, 5.9% hits;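 active = mean inhibition above about 93%, with at least 55% of replicates each passing it, limit read from the data, passing the limit was not always enough; inconclusive = only one of those two conditions holds; inactive = neither condition holds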
Starred values were filed as active, the others as inactive; ? = inconclusive; · = not tested or not shown.

compound	KDM4C inh	C diff growth	Pf Dd2 growth	Tcruzi prolif
COC(=O)C[C@@H]1CC[C@@H]2[C@@H](COc3ccc(NC(=O)NCc4ccccc4)cc3C(=O)N2C)O1	3.5	5	13	-9
C[C@@H]1CCCCO[C@H](CN(C)C(=O)Nc2ccc3c(c2)OCO3)[C@@H](C)CN([C@@H](C)CO)C(=O)c2cc(NC(=O)CCC(F)(F)F)ccc2O1	6.6	5	-33	38
C[C@H](CO)N1C[C@H](C)[C@H](CN(C)S(=O)(=O)c2ccccc2)Oc2ccc(NS(=O)(=O)c3cccs3)cc2C1=O	15	-2	-12	28
C[C@@H]1CCCCO[C@@H](CN(C)S(=O)(=O)c2ccccc2)[C@H](C)CN([C@H](C)CO)C(=O)c2cc(NC(=O)Nc3ccc(F)cc3)ccc2O1	-3.1	-1	-75	99*
O=C(Nc1ccccc1)N1CCCCN2[C@@H](CO)[C@H](c3ccc(C#Cc4cccnc4)cc3)[C@@H]2C1	-0.6	10	-83*	5
C[C@H](CO)N1C[C@H](C)[C@H](CN(C)S(=O)(=O)c2ccc(F)cc2)Oc2ccc(NC(=O)Nc3ccc(F)cc3)cc2C1=O	2.6	1	-26	-6
O=C(Nc1ccc2c(c1)[C@@H]1C[C@@H](CC(=O)N3CCc4ccccc4C3)O[C@@H](CO)[C@@H]1O2)c1cccnc1	-0.6	·	-16	-45
CN(C)c1ccc2c(c1)[C@H]1C[C@@H](CC(=O)NCc3ccc(Oc4ccccc4)cc3)O[C@H](CO)[C@H]1O2	7.6	-9	-10	·
COc1ccccc1CN1[C@@H](CO)[C@@H]2c3ccccc3N(C(=O)C3CCCCC3)C[C@@H]21	-0.6	27	-5	52
Cc1noc(C)c1S(=O)(=O)Nc1ccc2c(c1)C(=O)N([C@H](C)CO)C[C@H](C)[C@H](CN(C)S(=O)(=O)c1ccc(Cl)cc1)O2	-0.7	-9	-10	20
C[C@@H]1CCCCO[C@H](CN(C)S(=O)(=O)c2ccc(Cl)cc2)[C@@H](C)CN([C@H](C)CO)C(=O)c2cc(NS(=O)(=O)c3cn(C)cn3)ccc2O1	-1.5	-3	-2	44
CS(=O)(=O)N1[C@@H]2c3ccc(-c4ccc(F)cc4)c(=O)n3C[C@H]1[C@H](CO)[C@H]2C(=O)N1CCOCC1	-2.2	1	·	-7
C[C@@H]1CN([C@H](C)CO)C(=O)c2cc(NC(=O)c3ccccc3)ccc2O[C@@H](C)CCCCO[C@@H]1CN(C)C(=O)Cc1ccccc1	0.3	-3	-71	12
CN(C)C(=O)C[C@H]1C=C[C@@H](NC(=O)C2CCOCC2)[C@H](CO)O1	-0.3	-5	21	·
O=C(Nc1ccc(F)cc1)N1CC(=O)N2[C@@H](CO)[C@@H](c3ccc(C#Cc4cccnc4)cc3)[C@@H]2C1	1.0	11	-6	·
C[C@@H]1CCCCO[C@@H](CN(C)Cc2ccc(C(F)(F)F)cc2)[C@@H](C)CN([C@@H](C)CO)C(=O)c2cc(NS(C)(=O)=O)ccc2O1	-1.7	2	-14	-11
O=C(C1CCCC1)N1[C@H](CO)[C@H](c2ccccc2)C12CN(CCC(F)(F)F)C2	0.4	4	-13	·
N#Cc1cccc(-c2ccc3c(c2)[C@@H]2[C@@H](CCN2C(=O)CN2CCOCC2)[C@H](CO)N3)c1	-1.0	0	-3	76
COCC#Cc1ccc2c(c1)O[C@H](CN(C)S(=O)(=O)c1cccc(OC)c1)[C@@H](C)CN([C@H](C)CO)S2(=O)=O	0.9	4	-47	35
CCCC#Cc1ccc([C@H]2[C@@H](CO)N3C(=O)CN(C(=O)NC4CCCC4)C[C@H]23)cc1	-0.3	-9	-3	·
C[C@H](CO)N1C[C@H](C)[C@H](CN(C)S(=O)(=O)c2cccs2)Oc2ccc(NC(=O)CCCN(C)C)cc2C1=O	1.4	·	-1	98
C[C@H]1CCCCO[C@H](CN(C)Cc2ccncc2)[C@@H](C)CN([C@@H](C)CO)C(=O)c2cc(NC(=O)Nc3ccc(F)cc3)ccc2O1	0.8	-2	30	26
COc1ccc(NC(=O)Nc2ccc3c(c2)[C@H]2C[C@H](CC(=O)NCC(F)(F)F)O[C@@H](CO)[C@H]2O3)cc1	0.4	-4	10	-55
CCCN1C[C@@H](C)[C@@H](OC)CN(C)C(=O)c2ccc(NC(=O)CC)cc2OC[C@@H]1C	1.3	·	·	4
CN(C)C(=O)c1cccc(-c2ccc([C@@H]3[C@@H](CO)N4C(=O)CN(C(=O)Cc5ccccc5)C[C@@H]34)cc2)c1	-2.1	59	-17	·
CCC(=O)Nc1ccc2c(c1)C(=O)N(C)C[C@@H](OC)[C@@H](C)CN(C(=O)c1ccccc1F)[C@H](C)CO2	-1.1	·	27	-2
O=C(C[C@@H]1CC[C@H]2[C@@H](COC[C@H](O)CN2C(=O)c2ccccc2F)O1)N1CCCCC1	-1.9	·	12	-3
Cc1noc(C)c1NC(=O)N(C)C[C@@H]1Oc2cc(Br)ccc2S(=O)(=O)N([C@H](C)CO)C[C@@H]1C	0.3	-3	29	·
COCC(=O)N1CCCCN2[C@H](CO)[C@H](c3ccc(C#Cc4cccnc4)cc3)[C@H]2C1	1.0	-6	11	16
C[C@H](CO)N1C[C@H](C)[C@H](CN(C)S(=O)(=O)c2ccccc2F)Oc2cc(-c3ccccc3)ccc2S1(=O)=O	1.3	10	-35	120*
C[C@@H]1CN([C@H](C)CO)C(=O)c2cc(NC(=O)Nc3ccc4c(c3)OCO4)ccc2O[C@H]1CN(C)S(=O)(=O)c1ccccc1	1.9	-3	10	-32
COc1cccc(-c2cnc3c(c2)C(=O)N([C@H](C)CO)C[C@@H](C)[C@H](CN(C)C(C)=O)O3)c1	-2.1	1	18	-38
CCC(=O)N1CC(=O)N2[C@H](CO)[C@H](c3ccc(C#Cc4cccc(F)c4)cc3)[C@H]2C1	0.3	-5	-22	·
O=C(C[C@H]1CC[C@@H](NS(=O)(=O)c2ccc(F)cc2)[C@H](CO)O1)NC1CCC1	6.3	0	13	119*
CNC[C@@H]1OCCCC[C@H](C)Oc2ccc(NS(=O)(=O)c3cccs3)cc2C(=O)N([C@@H](C)CO)C[C@@H]1C	0.7	4	-10	86
C[C@H]1CN([C@@H](C)CO)C(=O)c2cc(C#CC3CC3)cnc2O[C@H]1CN(C)Cc1ccncc1	5.8	-1	63	-2

Filtered by structure, those above containing a CF3 group.
compound	KDM4C inh	C diff growth	Pf Dd2 growth	Tcruzi prolif
C[C@@H]1CCCCO[C@H](CN(C)C(=O)Nc2ccc3c(c2)OCO3)[C@@H](C)CN([C@@H](C)CO)C(=O)c2cc(NC(=O)CCC(F)(F)F)ccc2O1	6.6	5	-33	38
C[C@@H]1CCCCO[C@@H](CN(C)Cc2ccc(C(F)(F)F)cc2)[C@@H](C)CN([C@@H](C)CO)C(=O)c2cc(NS(C)(=O)=O)ccc2O1	-1.7	2	-14	-11
O=C(C1CCCC1)N1[C@H](CO)[C@H](c2ccccc2)C12CN(CCC(F)(F)F)C2	0.4	4	-13	·
COc1ccc(NC(=O)Nc2ccc3c(c2)[C@H]2C[C@H](CC(=O)NCC(F)(F)F)O[C@@H](CO)[C@H]2O3)cc1	0.4	-4	10	-55

Next section:
compound	KDM4C inh	C diff growth	Pf Dd2 growth	Tcruzi prolif
COCC(=O)Nc1ccc2c(c1)OC[C@H](C)N(C(=O)c1ccncc1)C[C@H](C)[C@H](OC)CN(C)C2=O	9.2	·	-34	-8
CO[C@@H]1CN(C)C(=O)c2ccc(NC(C)=O)cc2OC[C@@H](C)N(Cc2ccccc2C(=O)O)C[C@H]1C	-1.2	2	29	-36
C[C@H](CO)N1C[C@H](C)[C@@H](CN(C)C(=O)Cc2ccccn2)Oc2ncc(C#CC3CCCC3)cc2C1=O	2.7	-7	-4	99
CC(=O)N[C@@H]1CC[C@H](CCNC(=O)C2CC2)O[C@@H]1CO	-0.8	·	19	45
COC(=O)[C@H]1[C@H](CO)[C@H]2Cn3c(ccc(-c4ccccc4)c3=O)[C@H]2N1Cc1ccccc1F	0.5	1	-6	73
COc1ccc(NC(=O)N(C)C[C@H]2OCCCC[C@@H](C)Oc3ccc(NS(=O)(=O)c4ccc(F)cc4)cc3C(=O)N([C@H](C)CO)C[C@H]2C)cc1	4.0	-5	-65	48
CCC(=O)N1[C@H](C(=O)N2CCCCC2)[C@@H](CO)[C@@H]2Cn3c(ccc(-c4cccc(F)c4)c3=O)[C@@H]21	1.2	-4	10	·
CN(C)CC(=O)N[C@H]1CC[C@@H](CCNC(=O)C2CCCCC2)O[C@H]1CO	-2.2	-6	2	·
C[C@H](CO)N1C[C@H](C)[C@@H](CN(C)Cc2ccc(C(=O)O)cc2)OCCCC[C@H](C)Oc2ccc(NC(=O)Nc3ccc4c(c3)OCO4)cc2C1=O	3.0	8	36	3
COc1ccc2c3c(n(C)c2c1)[C@@H](CO)NCC31CN(Cc2ccccc2Cl)C1	2.5	8	-23	·
C[C@H]1CN([C@@H](C)CO)S(=O)(=O)c2ccc(C#CC3CC3)cc2O[C@H]1CN(C)CC1CC1	0.3	·	-46	101
CO[C@@H]1CN(C)C(=O)c2ccc(NC(C)=O)cc2OC[C@@H](C)N(C(=O)CN(C)C)C[C@H]1C	-0.1	3	-12	-4

2 of these compounds, set out differently:
COCC(=O)N1CCCCN2[C@H](CO)[C@H](c3ccc(C#Cc4cccnc4)cc3)[C@H]2C1
- KDM4C inh = 1.0
- C diff growth = -6
- Pf Dd2 growth = 11
- Tcruzi prolif = 16

C[C@H](CO)N1C[C@H](C)[C@H](CN(C)S(=O)(=O)c2ccccc2F)Oc2cc(-c3ccccc3)ccc2S1(=O)=O
- KDM4C inh = 1.3
- C diff growth = 10
- Pf Dd2 growth = -35
- Tcruzi prolif = 120*

(cont.)
compound	KDM4C inh	C diff growth	Pf Dd2 growth	Tcruzi prolif
C[C@H](CO)N1C[C@H](C)[C@@H](CN(C)S(=O)(=O)c2cccs2)Oc2c(NS(=O)(=O)c3cn(C)cn3)cccc2C1=O	-1.4	-1	39	·
CO[C@@H]1CN(C)C(=O)c2ccc(NC(=O)Nc3ccccc3)cc2OC[C@@H](C)N(C(=O)Nc2c(C)noc2C)C[C@H]1C	2.8	-1	-8	7
COc1ccc(S(=O)(=O)Nc2ccc3c(c2)C(=O)N([C@@H](C)CO)C[C@H](C)[C@@H](CN(C)S(=O)(=O)c2ccccc2)OCCCC[C@@H](C)O3)cc1	-1.4	-3	-88*	·
C[C@H](CO)N1C[C@H](C)[C@@H](CN(C)S(=O)(=O)c2ccc(Cl)cc2)Oc2ccc(NC(=O)Nc3ccc(F)cc3)cc2CC1=O	13	2	-21	-234
C[C@H](CO)N1C[C@H](C)[C@@H](CN(C)Cc2ccc(-c3ccccc3)cc2)Oc2ccc(NC(=O)Cc3cn(C)c4ccccc34)cc2CC1=O	-4.8	-1	?	48
C[C@@H]1CN([C@H](C)CO)C(=O)c2cc(NC(=O)Nc3ccc(F)cc3)ccc2O[C@@H]1CN(C)S(C)(=O)=O	0.2	7	23	-2
C[C@@H]1CCCCO[C@H](CN(C)S(=O)(=O)c2cn(C)cn2)[C@@H](C)CN([C@H](C)CO)C(=O)c2cc(NC(=O)Nc3ccc(C(F)(F)F)cc3)ccc2O1	-1.5	4	-27	-3
COc1ccccc1NC(=O)C[C@H]1CC[C@H]2[C@@H](COc3ccc(NC(C)=O)cc3C(=O)N2C)O1	0.3	-3	28	·
C[C@@H]1CN([C@H](C)CO)S(=O)(=O)c2ccc(C#CCC3CCCC3)cc2O[C@@H]1CN(C)C(=O)c1ccccn1	0.2	5	-59	110*
C[C@@H]1CCCCO[C@@H](CN(C)S(=O)(=O)c2cn(C)cn2)[C@H](C)CN([C@H](C)CO)C(=O)c2cc(NC(=O)CCC(F)(F)F)ccc2O1	0.0	-1	23	56
C[C@H](CO)N1C[C@H](C)[C@@H](CN(C)S(=O)(=O)c2ccc(F)cc2)Oc2ccc(NC(=O)c3ccncc3)cc2C1=O	-2.5	4	-5	40
CC(C)NC(=O)N(C)C[C@@H]1Oc2c(NC(=O)Nc3ccccc3)cccc2C(=O)N([C@@H](C)CO)C[C@@H]1C	2.3	3	42	58
O=C(NC1CCCC1)N1CCCCN2[C@H](CO)[C@@H](c3ccc(/C=C/c4ccccc4)cc3)[C@H]2C1	-4.3	2	-29	57
CO[C@@H]1CC[C@H]2CCN(C)C(=O)CCCN(C)C(=O)c3cccc(C#N)c3OC[C@H]1O2	0.3	-1	·	-35
CC(C)CC#Cc1ccc2c(c1)O[C@@H](CN(C)C(=O)Cc1ccncc1)[C@H](C)CN([C@H](C)CO)S2(=O)=O	-1.7	6	-74	73
CC(C)N(C[C@H]1[C@H](c2ccccc2)[C@@H](CO)N1S(C)(=O)=O)C(=O)CN(C)C	2.2	-1	15	-30
COc1ccc2c3c([nH]c2c1)[C@H](CO)N(C(=O)NC(C)C)CC31CN(C(=O)c2ccncc2)C1	-2.1	-5	41	·
